Bioassay records from PubChem.
S1P1 ag pot – agonists and agonism potentiators of human S1P1 receptor. P21453. S1P1 CRE-bla cells, forskolin, beta-lactamase FRET, potentiator mode; S1P1 agonist co-added at EC20, 2 nM; 100% = saturating reference agonist, 0% = basal. activation, % at 9.5 µM. actives 0.57% (n = 56,000);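 active = activation above a cutoff set at the mean activation of all tested compounds plus 3 SD, cut at about 54% in these data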;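 also: forskolin at 4 µM as EC80 and the EC20 agonist is SEW2871; 100% = SEW2871 at its EC100 plus forskolin at EC80; some compounds past the cut are filed as inactive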
Target sequence (P21453 whole entry, looked up): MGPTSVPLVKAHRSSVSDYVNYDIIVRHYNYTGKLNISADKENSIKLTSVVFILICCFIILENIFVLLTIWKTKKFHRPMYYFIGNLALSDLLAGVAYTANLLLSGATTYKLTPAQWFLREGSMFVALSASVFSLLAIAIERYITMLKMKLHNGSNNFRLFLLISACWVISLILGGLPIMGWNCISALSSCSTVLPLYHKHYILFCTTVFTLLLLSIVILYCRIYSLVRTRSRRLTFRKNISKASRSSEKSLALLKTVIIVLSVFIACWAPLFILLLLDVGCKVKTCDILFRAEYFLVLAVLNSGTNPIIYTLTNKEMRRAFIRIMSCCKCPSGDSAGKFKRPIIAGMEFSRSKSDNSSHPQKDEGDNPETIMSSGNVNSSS
S1P3 agonist – S1P3 (human) receptor agonism | S1P3 NFAT-BLA reporter cells, FRET ratio; relative to 1 µM S1P, basal subtracted | activation, % at 4.5 µM | actives 0.1% (n = 60,000);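 active = activation above the screen-wide mean plus 3 SD, cut at about 4.5% in these data, passing the limit was not always enough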; also: some compounds called inactive have numbers as strong as hits
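material = human S1P3 NFAT-BLA reporter CHO cells | schedule = 4 h compound at 37 °C, 2 h substrate at RT | measured by = fluorescent BLA substrate, ex 405 nm, em 460/535 nm ratio | controls = 1 µM S1P reference | replication = primary once, confirmation triplicate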
HTR1E antagonist – blocks the human 5-HT1E serotonin receptor | CHO 5-HT1E Ga15 NFAT-bla reporter, FRET, antagonist | inhibition, % at 6 µM | actives 0.99% (n = 65,000);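 active = inhibition above a set limit, the mean inhibition across every tested compound plus 3 SD, cut at about 29% in these data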;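 also: signal is the 460 over 535 nm emission ratio of beta-lactamase substrate; 0% = agonist plus DMSO wells and 100% = wells without agonist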
Target sequence (P28566 whole entry, looked up): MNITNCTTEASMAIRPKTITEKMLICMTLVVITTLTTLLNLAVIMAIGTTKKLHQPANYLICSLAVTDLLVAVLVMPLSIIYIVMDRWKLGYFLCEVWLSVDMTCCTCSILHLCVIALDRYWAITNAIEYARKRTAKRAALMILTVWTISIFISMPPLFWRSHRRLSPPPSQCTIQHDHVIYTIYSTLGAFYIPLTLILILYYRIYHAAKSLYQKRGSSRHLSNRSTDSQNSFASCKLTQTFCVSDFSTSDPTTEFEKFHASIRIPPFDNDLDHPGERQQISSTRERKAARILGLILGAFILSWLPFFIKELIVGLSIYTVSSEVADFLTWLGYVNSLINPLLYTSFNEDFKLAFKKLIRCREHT
AP ELISA ortho – alternative pathway complement inhibition, orthogonal assay; Human serum alternative complement pathway, LPS-coated ELISA, C3 deposition; tested in compound mixtures; inhibition, % at 5 µM; actives 0.08% (n = 62,000); AID 1235;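 active = inhibition above 30% in each of the two pooled mixtures holding the compound, so the lower value exceeds 30%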;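 also: 0% = serum in Mg-EGTA without compound and 100% = EDTA serum blank; some compounds past the cut are filed as inactive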
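Test system – human serum alternative complement pathway, C3 deposition on LPS-coated wells · Buffer or medium – diluted human serum in Mg2+-EGTA GVB++ · Compound dosing – 5 µM each compound, pools of ten, 50 µM per pool · Schedule – 1 h serum-compound exposure at 37 °C · Measured by – Anti-C3 ELISA, OD 450 nm · Read-out basis – percent inhibition of C3 deposition onto LPS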
HTR1E agonist – 5-HT1E (human) receptor agonism | AID 574 | CHO 5-HT1E Ga15 NFAT-bla reporter, FRET; 0% DMSO wells, 100% control agonist wells | P28566 | activation, % at 6 µM | actives 0.69% (n = 65,000);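 active = activation above a set limit, the screen-wide mean activation plus 3 SD, cut at about 8.5% in these data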;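 also: 100% = positive control agonist at 1 µM giving full maximal response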
tolC growth inh – blocks growth of E. coli BW25113 tolC mutant. growth inhibition, % at 10 µM (by protocol). actives 2.2% (n = 65,000). OD615. AID 573;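 active = growth inhibition at or above a cutoff equal to the mean over every tested compound plus 3 SD, cut at about 60% in these data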;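 also: growth measured after 20 h incubation at 37 °C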
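Signal: optical density read at 615 nm; Assay system: E. coli ΔtolC::kan strain BW25113; Times: 20 h incubation with compound, 37 °C; Dosing: 10 µM final, single dose.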
RORA act – RORA (human) activation. activation, % at 10 µM. AID 560. actives 1.5% (n = 65,000). CHO-K1 Gal4-RORA LBD luciferase reporter, luminescence; percent increase over mock-subtracted basal signal;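 active = activation above the mean of all tested compounds plus 3 SD, cut at about 49% in these data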;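 also: 0% = DMSO-treated RORA cells and 100% = added signal equal to DMSO minus mock-transfected cells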
5HT1a antag – 5-HT1a (human) receptor antagonism | CHO 5-HT1a Ga15 NFAT-bla reporter, antagonist mode | inhibition, % at 10 µM | actives 0.68% (n = 62,000) | AID 612;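 active = inhibition above the mean of all tested compounds plus 3 SD, cut at about 43% in these data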;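 also: receptor stimulated by 5-CT agonist at 100 nM near EC80; beta-lactamase reporter measured by ratiometric fluorescence of a cleavable substrate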
SF-1 act – SF-1 (human) activation; CHO-K1 Gal4-SF-1 LBD luciferase reporter; % increase over DMSO SF-1-specific signal; activation, % at 10 µM; actives 1.9% (n = 65,000); AID 522;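 active = activation above the mean activation of all tested compounds plus 3 SD, cut at about 50% in these data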
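Test system: CHO-K1 cells co-transfected with Gal4 DBD–human SF-1 LBD, 5xGal4 luciferase reporter. Quantity: 4,000 cells per well. Compound: 10 µM only. Incubation: compound added 1 h post-seeding, 20 h exposure at 37 °C, 5% CO2. Detection: SteadyLite luciferase luminescence. Replication: one test per compound.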
Numbers without * were called inactive; / = no result given.

canonical_smiles	S1P1 ag pot	S1P3 agonist	HTR1E antagonist	AP ELISA ortho	HTR1E agonist	tolC growth inh	RORA act	5HT1a antag	SF-1 act
COCCCn1c2nc3ccccc3nc2c2c(=O)n(Cc3ccccc3Cl)cnc21	-6.4	-0.5	-7.9	8.8	-1.0	-14.6	-0.8	2.7	-11.4
Cc1cc2oc(=O)cc(CN3CCC(C)CC3)c2cc1Cl	12.3	0.1	18.4	8.8	-1.0	10.6	-1.9	13.4	11.5
COc1cccc(NC(=O)CSc2nnc(COc3ccc4c(c3)CCCC4)o2)c1	3.4	-2.2	-9.3	/	0.3	-2.3	9.8	3.8	-7.0
O=c1nc2n(c3c1oc1ccccc13)Cc1ccccc1-2	-20.1	0.6	-15.3	2.0	0.4	48.3	1.2	-30.9	-2.2
c1coc(Cn2nnnc2CN2CCN(C3CCCC3)CC2)c1	-10.4	1.6	-10.6	-3.5	0.0	-21.4	-8.5	-10.9	-12.0
C=CCSC1=C(C#N)C(c2ccccc2)CC(=O)N1 (centres undefined)	-15.5	-0.2	-3.7	1.2	-0.1	-1.6	2.1	0.0	-22.0
COc1ccc(N2CCN(C(=O)CC3NC4CCCCC4NC3=O)CC2)cc1 (centres undefined)	-15.0	0.1	-6.7	12.8	0.8	-13.4	-9.3	-20.8	-15.1
COc1ccc(N(CC(=O)N2CCc3ccccc3C2)S(=O)(=O)c2c(C)[nH]c(=O)[nH]c2=O)cc1	-27.5	0.0	-11.8	16.2	0.6	4.0	4.5	5.3	4.8
CCN(CC)CCn1cnc2c([nH]c3cccc(OC)c32)c1=O	10.8	-0.7	-5.0	-6.5	-1.1	1.4	25.9	6.6	0.1
CC(C)(C)c1ccc(S(=O)(=O)N2CCN(CCC#N)CC2)cc1	2.1	-0.5	12.0	4.7	0.6	-0.3	2.7	4.3	-11.9
Cc1cn(CC2COC(C)(C)O2)c(=O)[nH]c1=O (centres undefined)	-3.3	0.0	16.4	9.8	-1.2	-22.6	5.7	-5.6	8.1
CC(C)(C)c1cc(CN2CCCC(O)C2)c(O)c(C(C)(C)C)c1 (centres undefined)	11.1	0.2	2.0	-0.6	-0.2	19.5	6.3	13.7	-14.2
CCSC1=C(C#N)C(c2ccccc2OC)CC(=O)N1 (centres undefined)	1.9	-1.0	6.1	10.9	0.2	-2.5	1.2	1.8	5.8
CCOC(=O)C1=C(C)Nc2ncnn2C1/C=C/c1ccccc1 (centres undefined)	-15.5	-1.1	6.6	16.7	0.2	8.0	-6.9	6.9	-0.7
CC(C)(O)C#CC#CCN1CCOCC1	5.5	-0.6	8.6	7.1	-2.0	/	13.3	4.9	-9.3
C=C(C)CSc1nc2c(c(=O)[nH]c(=O)n2C)n1CCC(C)C	-38.0	-1.3	19.8	20.1	-0.1	10.9	-5.5	-7.2	-19.5
Cn1c(-n2c(-c3ccco3)nc3ccccc3c2=O)nc2ccccc21	-17.7	-1.6	2.2	-8.4	0.8	-8.3	-21.2	/	-15.2
O=C(C1CCCO1)N1CCN(Cc2nc3ccccc3c(=O)[nH]2)CC1 (centres undefined)	/	/	0.5	10.6	-0.9	-4.8	-4.8	-3.0	-4.0
Cc1cccc(NC(=O)CSc2nnc(-c3ccc(S(=O)(=O)N4CCOCC4)cc3)n2C)c1	0.3	0.2	-5.3	-6.2	-0.5	-16.2	-16.9	8.0	3.4
O=C1C2C(c3ccccc3)C=CC(c3ccccc3)C2C(=O)N1CCO (centres undefined)	-11.6	-0.9	-1.5	10.3	0.8	-0.9	-28.7	-11.6	3.3

(next part)
canonical_smiles	S1P1 ag pot	S1P3 agonist	HTR1E antagonist	AP ELISA ortho	HTR1E agonist	tolC growth inh	RORA act	5HT1a antag	SF-1 act
COc1cc(CN2CCC(C(=O)NC3CCCC3)CC2)ccc1O	4.9	-0.1	-1.1	8.0	0.5	-8.8	16.9	1.4	11.9
Cc1nc(NCC2CCCO2)c2oc3ccccc3c2n1 (centres undefined)	/	/	5.1	4.1	-0.5	/	-2.0	-6.5	-16.2
CCn1c(=O)n(CCOC)c(=O)c2c3c(sc21)CCCC3	-7.5	-0.2	0.8	4.0	-1.4	11.2	-8.1	-12.8	-8.8
CCOc1ccc(-c2nc(-c3ccccc3C)no2)cc1	109.5*	-0.9	-8.1	9.6	-0.3	-0.7	15.7	-1.7	6.5
Cc1nnc2sc(-c3ccco3)nn12	-23.6	-0.4	-3.0	7.7	1.3	-19.7	32.1	0.3	10.1
O=C(NCCCn1ccnc1)c1cc(-c2ccc3c(c2)OCO3)on1	-18.2	-1.1	5.8	-2.5	-0.3	7.5	20.7	-12.3	33.9
CCn1c(N2CCN(CC(=O)c3ccc(OC)cc3)CC2)nc2ccccc21	5.2	0.4	-6.1	-5.6	17.8*	-3.7	-14.9	-8.8	2.0
Cn1c(SCc2ccccc2)nnc1-c1ccncc1	-23.3	0.0	-4.3	9.8	0.3	-9.9	-10.4	-4.5	1.1
CN1CCN(CCCNC(=O)c2ccc3c(c2)N(Cc2ccccc2)CCS3)CC1	-40.1	-0.1	5.7	8.9	0.3	16.5	-8.1	-6.7	-8.2
COc1cccc(C(=O)NCc2cccnc2)c1	0.1	-0.6	-3.3	9.8	0.2	-9.7	5.2	-8.6	22.1
CCOC(=O)Cc1c(C)nc(-c2ccccc2)[nH]c1=O	-10.2	-0.4	-3.4	0.5	-0.5	-23.1	-20.8	-3.9	-5.5
COc1cccc(C(=O)n2cnnc2N)c1OC	12.2	-0.4	18.1	-0.8	0.5	-11.8	-8.2	-2.2	-7.2
Cc1c(C#N)c2ccccc2n1CC(=O)NCC1CCCO1 (centres undefined)	-15.5	-0.8	-8.8	2.1	-0.1	-9.4	-11.1	8.2	12.6
CCCCn1c(SCn2nnc3ccccc3c2=O)nc2cc(C(=O)OC)ccc2c1=O	2.3	0.8	-6.8	12.3	0.2	3.9	2.7	-10.7	-10.2
Cc1cc2cc(CNC(=O)CC(C)C)ccc2n1C	8.3	-0.4	-1.8	-5.6	-1.3	13.5	-10.3	-8.3	3.3
COC(=O)C1CCN(c2cc(=O)n(-c3ccccc3Cl)c(=O)[nH]2)CC1	2.2	-1.1	-1.2	7.2	0.1	-5.0	5.1	-2.2	-11.5
O=C(O)CCC(=O)N1CCOc2ccc(Cl)cc21	-10.9	-0.6	-3.4	2.4	-1.0	-19.5	-5.4	-1.6	5.2
COc1ccc(OCC(O)Cn2c(=N)n(CCN3CCOCC3)c3ccccc32)cc1 (centres undefined)	-27.5	-0.5	2.7	5.9	0.4	-11.8	-17.0	12.3	-7.8
Nc1c(NC2CCCCC2)c2ccccc2oc1=O	4.7	-0.6	10.1	-7.6	-0.8	27.6	0.8	-5.5	-7.9
O=C(CCCc1ccccc1)NCc1cccnc1	-7.4	-2.2	-5.6	-11.6	-1.1	1.0	14.4	6.5	-18.9

Reformatted: results already given.
Values run as follows: S1P1 ag pot | S1P3 agonist | HTR1E antagonist | AP ELISA ortho | HTR1E agonist | tolC growth inh | RORA act | 5HT1a antag | SF-1 act
CCOc1ccc(-c2nc(-c3ccccc3C)no2)cc1
 : 109.5* | -0.9 | -8.1 | 9.6 | -0.3 | -0.7 | 15.7 | -1.7 | 6.5
Cc1nnc2sc(-c3ccco3)nn12
 : -23.6 | -0.4 | -3.0 | 7.7 | 1.3 | -19.7 | 32.1 | 0.3 | 10.1

Next entries:
canonical_smiles	S1P1 ag pot	S1P3 agonist	HTR1E antagonist	AP ELISA ortho	HTR1E agonist	tolC growth inh	RORA act	5HT1a antag	SF-1 act
CC(NC(=O)c1ccc2c(c1)OCO2)C1CCCO1 (centres undefined)	-17.2	-0.2	4.8	11.1	-1.0	-12.7	-17.8	8.4	-17.3
Cc1cc(NC(=O)CCCS(=O)(=O)c2nc(-c3cccs3)cc(C(F)(F)F)n2)no1	36.0	-1.5	30.5*	20.0	0.9	4.0	-41.1	97.7*	-48.4
Cc1c(-n2c(SCC(=O)O)nnc2-c2ccccc2Cl)c(=O)n(-c2ccccc2)n1C	-2.7	-0.6	-12.3	-25.9	0.3	-12.1	11.3	-4.6	-17.9
CCN1C(=O)c2cccc3c(NS(=O)(=O)c4ccc(NC(C)=O)cc4)ccc1c23	1.1	-0.5	2.7	13.1	-0.1	9.5	-15.1	-0.4	10.5
CS(=O)(=O)Nc1ccc(C(=O)NCCC2=CCCCC2)cc1	-3.4	-1.1	-6.7	3.7	-0.3	-7.8	14.2	-4.9	33.3
Cc1ccc(NC(=O)CN(C)S(=O)(=O)c2cccc3nsnc23)cc1Cl	14.3	0.3	0.5	2.3	0.3	74.0*	3.8	1.4	7.8
CC(=O)NCC(=O)OCC(=O)c1ccc(C)cc1	-17.1	-0.9	2.4	-3.1	-0.1	-3.1	-7.9	-5.4	1.9
CC(C)(C)C1CCC2(CC1)C(C#N)=C(SCC(=O)NC1CCCCC1)NC(=O)C2C#N (centres undefined)	43.7	-0.5	-0.3	12.1	0.4	74.6*	-2.1	-15.1	-2.7
CCCOc1cccc(C(=O)N(Cc2ccco2)C2CCS(=O)(=O)C2)c1 (centres undefined)	4.4	-0.7	-9.1	-10.9	0.3	-4.9	0.6	1.6	6.3
O=C(CCSc1ccccc1)NCC1CCCO1 (centres undefined)	/	-0.7	18.1	9.3	-0.1	-3.1	11.5	15.6	2.8
O=C(c1ccccc1)N(CCN1CCOCC1)C1(C(=O)Nc2ccccc2)CCCCC1	-21.8	-0.1	-3.2	-16.0	-0.5	2.3	5.5	15.5	3.4
O=S(=O)(/C=C/c1ccccc1)NCCc1ccccn1	-2.1	0.3	-4.1	0.4	0.4	1.6	-16.8	-3.0	-1.7
